# Rab9 promoter act: activators of Rab9 promoter. 2.8% of 320,000 active. Huh7 Rab9 promoter-luciferase reporter, luminescence, 24 h. AID 485297. Potency, µM (titrated, usually from 9.22 µM), without a hit: at the top dose activation, negative = inhibition, most hits filed as activators; also: % of control where 0% means no effect; nearly all actives have a fitted effect of over 60% in size
#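 Quantitative HTS format; Huh7 Rab9-luciferase reporter cells (1500/well) receive compound 2 h post-plating, incubate 24 h at 37 °C, then get luciferase reagent for 10 min before luminescence reading.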
# p53 reactivator: re-activators of mutant p53. Potency, µM (highest dose often 92.2 µM), for inactives: top-dose activity change, positive = activation, most hits filed as activators. 0.063% of 320,000 active. H1299 p53-A138V BP100-luciferase reporter, luminescence, 24 h; also: % of control where 0% means no effect; nearly all actives have a fitted effect of over 45% in size
#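 H1299 (p53-null), stable ts p53-A138V + BP100-Luc; 1000 cells/well, Opti-MEM/10% FBS; cpd 4 pt, 1:5; 24 h, 37 deg C, 5% CO2; detection reagent 10 min RT; luminescence.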
# MBNL1-CUG inh: MBNL1-poly(CUG) RNA binding inhibition; Q9NR56; TR-FRET MBNL1-His/biotin-(CUG)12 binding, 665/545 ratio; Potency, µM (highest dose often 57.5 µM), without a hit: at the top dose activity change, negative = inhibition, usual class: inhibitors; 0.036% of 280,000 active; AID 2675; active = well fitted inhibition curve with a large enough effect in the signal ratio, with a control signal flat, not every such curve was filed as active; inconclusive = small, poorly fitted or top-dose-only effect, or effect the other way, or a change in a side signal; inactive = no such curve, though single readings can be large or run the other way; the % refers to the signal ratio; also: % is scaled to controls: 0 for no effect and ±100 for the full control effect
# Target sequence (Q9NR56 whole entry, looked up): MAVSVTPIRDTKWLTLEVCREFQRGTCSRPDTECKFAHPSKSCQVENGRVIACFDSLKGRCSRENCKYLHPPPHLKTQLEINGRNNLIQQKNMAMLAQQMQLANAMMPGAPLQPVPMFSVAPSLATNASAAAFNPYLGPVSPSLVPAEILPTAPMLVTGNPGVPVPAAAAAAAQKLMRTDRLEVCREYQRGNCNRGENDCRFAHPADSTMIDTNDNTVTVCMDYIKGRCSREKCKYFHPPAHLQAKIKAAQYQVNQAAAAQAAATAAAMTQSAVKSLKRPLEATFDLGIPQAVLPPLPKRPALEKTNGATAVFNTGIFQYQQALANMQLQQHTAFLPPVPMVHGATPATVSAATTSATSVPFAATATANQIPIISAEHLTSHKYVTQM
#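 MBNL1-His + Biotin-(CUG)12, cpd titration 92 nM–58 uM; Tb anti-His Ab 0.055 ng/ul, SA-XL665 5 nM (final); 60 min RT; ratiometric 665/545 nm, Ex 340 nm; normalized to buffer and full-complex controls.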
# VP16 counter: inhibits Gal4-VP16 luciferase reporter, ROR gamma counter-screen; Drosophila S2 Gal4-VP16 UAS-luciferase, luminescence, 20 h; Potency, µM (top dose mostly 53.6 µM), without a hit: top-dose activity, negative = inhibition, hits mostly inhibitors; 3.5% of 310,000 active;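 also: Gal4-VP16 expression switched on by copper sulfate through the metallothionein promoter; % is scaled to controls: 0 for no effect and ±100 for the full control effect; nearly all actives have a fitted effect of over 50% in size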
# FLuc modulator: inhibits or activates purified firefly luciferase, miR-21 counter-screen | 6.9% of 360,000 active | purified FLuc, Km substrates, luminescence inhibition | P08659 | Potency, µM (series often up to 57.5 µM), inactives show top-dose activity change, negative = inhibition, usual class: inhibitors;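 also: plate controls were vehicle for no effect and reference inhibitor for full effect; nearly all actives have a fitted effect of over 55% in size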
# Target sequence (P08659 whole entry, looked up): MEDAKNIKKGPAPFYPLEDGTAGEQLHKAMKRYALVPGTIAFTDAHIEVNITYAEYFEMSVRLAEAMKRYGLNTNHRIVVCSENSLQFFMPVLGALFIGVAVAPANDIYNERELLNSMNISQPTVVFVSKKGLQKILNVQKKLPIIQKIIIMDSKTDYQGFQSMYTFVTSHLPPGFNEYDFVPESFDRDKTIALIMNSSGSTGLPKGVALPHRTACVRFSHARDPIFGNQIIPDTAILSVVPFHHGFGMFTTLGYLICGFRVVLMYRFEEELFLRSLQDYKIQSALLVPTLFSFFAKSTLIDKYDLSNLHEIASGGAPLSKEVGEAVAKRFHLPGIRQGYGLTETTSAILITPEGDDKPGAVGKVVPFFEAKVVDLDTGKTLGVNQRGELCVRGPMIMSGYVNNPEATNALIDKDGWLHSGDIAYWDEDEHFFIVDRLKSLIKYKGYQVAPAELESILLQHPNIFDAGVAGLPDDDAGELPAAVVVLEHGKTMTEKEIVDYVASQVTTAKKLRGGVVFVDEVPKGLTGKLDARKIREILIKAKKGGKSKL
#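 Purified P. pyralis luciferase, 10 nM final, with Km-level 10 uM D-luciferin and 10 uM ATP in 50 mM Tris acetate pH 7.5, 10 mM Mg acetate, 0.01% Tween-20, 0.05% BSA; 6-point qHTS titration about 60 µM downward; luminescence read.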
# BRCA1 expr act: BRCA1 expression activation. 1.1% of 380,000 active. Potency, µM (series often up to 46.1 µM), inactives show top-dose activation, most hits filed as activators. MCF7-BRCA1-FFLuc reporter, luminescence, 48 h; response scale: scaled: vehicle 0%, 10 µM genistein 100%; also: nearly all actives have a fitted effect of over 80% in size; some results filed as inactive show a strong effect at the top dose
#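 Quantitative HTS in MCF7 cells stably reporting BRCA1 expression via firefly luciferase. Compound treatment lasts 48 h at 37 °C in phenol-red free MEM. Activation is expressed relative to genistein at 10 microM and DMSO.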
# CXXC DNA block: blocks binding of human MLL CXXC domain to DNA; Q03164; MLL-CXXC / FITC-HOXA9 DNA fluorescence polarization; Potency, µM (top dose mostly 115 µM), for inactives: at the top dose activity change, negative = inhibition, usual class: inhibitors; 0.037% of 290,000 active; AID 2662; active = well fitted inhibition curve with a large enough effect in the polarisation, with a control signal flat, not every such curve was filed as active; inconclusive = small, poorly fitted or top-dose-only effect, or effect the other way, or a change in a side signal; inactive = no such curve, though single readings can be large or run the other way; the % refers to the polarisation
#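 Fluorescence polarization: 7 uM MLL-CXXC (stock) preincubated 5 min with compounds, then 50 nM fluorescein-HOX-A9 DNA (stock) added; 30 min ambient. Buffer 50 mM Tris-HCl pH 7.5, 50 mM NaCl, 1 mM DTT, 0.05% BSA.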
# uPA generation: inhibitors of cell surface uPA generation; cell surface uPA generation assay, qHTS; Potency, µM (series often up to 38.3 µM), for the others: at the highest dose activity change, negative = inhibition, hits mostly inhibitors; 0.31% of 330,000 active; active = well fitted inhibition curve with a large enough effect; inconclusive = small, poorly fitted or top-dose-only effect; inactive = no such curve, though single readings can be large or run the other way; tested in mouse RAW 264.7 cells; also: % is scaled to controls: 0 for no effect and ±100 for the full control effect; nearly all actives have a fitted effect of over 55% in size
# RORgamma inh: blocks mouse ROR gamma transcriptional activity. P51450. Drosophila S2 Gal4-RORgamma UAS-luciferase reporter, 20 h. Potency, µM (doses to about 53.6 µM), for inactives: at the top dose activity change, negative = inhibition, actives largely listed as inhibitors. 5.4% of 310,000 active; also: % is scaled to controls: 0 for no effect and ±100 for the full control effect; nearly all actives have a fitted effect of over 60% in size
#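 ROR gamma transcriptional activity was tracked as Gal4-UAS luciferase output in stably transfected Drosophila Schneider cells, with compound added 1 hr before 700 uM copper sulfate induction and a 20 hr ambient-temperature incubation.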
# NPC1 prom act: activators of NPC1 promoter. Huh7 NPC1 promoter luciferase reporter, 24 h. Potency, µM (series often up to 9.22 µM), for the others: at the top dose activation, usual class: activators. 2.4% of 320,000 active. AID 485313;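 also: % of control where 0% means no effect; nearly all actives have a fitted effect of over 60% in size; reporter is driven by a mutant NPC1 promoter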
#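 Quantitative HTS used a cell-based reporter: Huh7 cells stably bearing the NPC1 promoter upstream of luciferase were treated with compounds for 24 h, and promoter activation was read as luminescence.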
# ELG1 genotox: induces genotoxicity in HEK293T cells with luciferase-tagged ELG1; HEK293T ELG1-luciferase reporter, luminescence, 16 h; Potency, µM (top dose mostly 46 µM), inactives show at the highest dose activity change, positive = activation, most hits filed as activators; 1.3% of 330,000 active; AID 504466; also: % of control where 0% means no effect; nearly all actives have a fitted effect of over 60% in size
#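 HEK293T cells expressing luciferase-tagged ELG1 were exposed to compound or DMSO vehicle for 16 hr at 37 °C and 5% CO2. Luciferase activity was then measured with ONE-Glo after 30 min at room temperature.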
# Starred values were filed as active, the others as inactive; u = inconclusive; x = no result given; [ ] = dose if it differs, or a comment. Unless noted, calls follow the shape of the dose curve; as a rule, active = well fitted curve in the direction sought with a large enough effect; inconclusive = small, poorly fitted or top-dose-only effect, or another doubt; inactive = no such curve, though single readings can be large; an effect the other way counts as inactive or inconclusive. Potency is read from the fitted curve at half-maximal effect. Some of the compounds tested; rates above refer to the full screens.
# Fields: Rab9 promoter act	p53 reactivator	MBNL1-CUG inh	VP16 counter	FLuc modulator	BRCA1 expr act	CXXC DNA block	uPA generation	RORgamma inh	NPC1 prom act	ELG1 genotox
- O=C(CN1CC[C@@]2(O)CCCC[C@H]2[C@@H]1c1ccc(F)cc1)NCc1ccco1
 : -2.5%	-0.7%	-12.1%	-3.8%	0.0%	-4.2%	-5.2%	-5.1%	3.5%	-5.4%	-0.2%
- CCOC(=O)N1CCN(C(=O)Cc2ccc(Cl)cc2)CC1
 : -0.1%	10.1%	-11.4%	9.5%	-3.5%	-1.0%	5.8%	1.0%	20.0%	-0.6%	5.4%
- Cc1c(NC(C)c2ccccc2O)c(=O)n(-c2ccccc2)n1C (stereo not drawn)
 : -0.2%	-0.7%	2.1%	9.1%	2.5%	-10.2%	30.5%[activator]	x	4.5%	-0.9%	-2.0%
- CC(=O)N1C(C(=O)O)Cc2c([nH]c3ccccc23)C1C (stereo not drawn)
 : -0.8%	5.9%	-6.7%	4.4%	3.6%	-6.6%	4.7%	-6.8%	-6.7%	-2.5%	-1.9%
- COc1ccc(NS(=O)(=O)c2cc(NC(=O)/C=C/c3ccccc3OC)ccc2N2CCCCC2)cc1
 : -4.8%	-3.9%	-0.1%	2.1%	3.3%	19.8%	9.1%	8.9%	-1.8%	-4.6%	0.6%
- CN1C(=O)C(CCC(=O)O)NC1=S (stereo not drawn)
 : -1.0%	3.9%	0.1%	4.1%	-3.0%	0.0%	1.3%	-13.9%	-74.2%	0.3%	3.2%
- CCOc1ccccc1NC(=O)c1cccc(NC(=O)C(C)C)c1
 : -8.0%	-5.9%	-0.7%	-0.5%	-2.9%	-4.3%	2.0%	6.8%	9.4%	-6.2%	-8.7%
- Cc1ccc(-n2cc(CCCCCCCCC(=O)O)nn2)cc1
 : -0.1%	4.6%	-4.1%	-6.6%	2.3%	0.7%	-7.7%	-0.4%	16.2%	0.5%	-3.7%
- O=c1[nH]cnc2c1N=C(c1cccc([N+](=O)[O-])c1)CC(c1ccccc1)N2 (stereo not drawn)
 : 10.1%	12.7%	u	2.0%[10 µM]	5.1%	-17.6%	4.9%	-2.6%	u	-3.6%	-5.1%
- COc1ccc(C(=O)n2nc(-c3ccco3)nc2N)cc1OC
 : -5.5%	6.2%	11.4%	1.3%[10 µM]	-2.6%	1.1%	43.5%[activator]	-7.8%	-5.9%	-0.3%	-3.9%
- COc1ccc(NC(=O)c2c(Cl)n(C)c3ccccc23)cc1
 : 27.6%	u	-5.2%	3.0%	9.53µM*	-8.4%	6.4%	-20.9%	4.4%	27.5%	16.8%
- CCOC(=O)/C(N=Nc1sc(C(=O)OC)c(C)c1C(=O)OCC)=C(\O)CCl
 : -8.3%	-5.7%	11.1%	-4.3%	-2.1%	16.6%	u	-1.9%	u	-0.7%	0.2%
- COc1cccc(NC(=S)C(C#N)=C2N(C)c3ccccc3N2C)c1
 : 0.2%	3.2%	x	-1.8%	-2.3%	-18.5%	8.6%	2.7%	-13.9%	0.1%	-0.1%
- C=CCSc1nc2ccccc2n1Cc1nnc(-c2cccs2)o1
 : 3.0%	-4.3%	-0.2%	-2.5%	-12.0%	9.2%	23.0%	4.7%	-6.9%	4.7%	0.6%
- CC1=C(C(=O)OC(C)(C)C)C(c2ccc(Br)cc2)NC(=O)N1CCCC(=O)O (stereo not drawn)
 : 3.0%	x	3.8%	0.0%	0.2%	-6.8%	-18.8%	4.9%	-10.5%	-2.7%	3.3%
- COc1ccc(-c2nnc3n2-c2ccccc2SC3)cc1OC
 : 5.7%	-14.5%	-6.7%	-18.1%	3.4%	-2.1%	-1.3%	1.3%	11.5%	-1.8%	0.1%
- O=c1/c(=C/c2ccc(CNS(=O)(=O)c3ccccc3)o2)sc2n1CCN=2
 : -2.7%	-1.2%	u	-0.5%	-1.0%	-3.9%	12.5%	1.8%	-1.7%	9.8%	3.1%
- O=C1CC(NNc2ccccc2)C(=O)N1c1ccccc1 (stereo not drawn)
 : 0.8%	6.6%	x	-4.5%	u	-13.0%	5.1%	-1.3%	14.4%	2.4%	1.9%
- COC(=O)c1c(NC(=O)COC(=O)c2ccccc2O)sc2c1CCCCC2
 : 0.9%	-2.1%	39.6%[activator]	-13.5%	-6.9%	-12.8%	3.9%	5.1%	-8.5%	13.5%	-2.2%
- O=C(Nc1cccnc1)c1cc2c(ccc3ccccc32)o1
 : x	x	15.7%	u	0.953µM*	12.6µM*	-1.2%	-1.3%	1.41µM*	x	x

# Arranged by the number under Rab9 promoter act (falling): three from the list above.
Compound,Rab9 promoter act,p53 reactivator,BRCA1 expr act,CXXC DNA block,uPA generation,RORgamma inh,NPC1 prom act
COc1cccc(NC(=S)C(C#N)=C2N(C)c3ccccc3N2C)c1,0.2%,3.2%,-18.5%,8.6%,2.7%,-13.9%,0.1%
O=c1/c(=C/c2ccc(CNS(=O)(=O)c3ccccc3)o2)sc2n1CCN=2,-2.7%,-1.2%,-3.9%,12.5%,1.8%,-1.7%,9.8%
CCOC(=O)/C(N=Nc1sc(C(=O)OC)c(C)c1C(=O)OCC)=C(\O)CCl,-8.3%,-5.7%,16.6%,u,-1.9%,u,-0.7%

# The list continues.
# Fields: Rab9 promoter act	p53 reactivator	MBNL1-CUG inh	VP16 counter	FLuc modulator	BRCA1 expr act	CXXC DNA block	uPA generation	RORgamma inh	NPC1 prom act	ELG1 genotox
- CC1CCCCC1NC(=O)C(Cc1ccccc1)NS(=O)(=O)c1cccs1 (stereo not drawn)
 : -1.6%	1.1%	0.8%	7.7%	0.0%	-28.7%	15.6%	-1.8%	38.4%	-1.1%	-6.7%
- O=[n+]1c2c(n([O-])c3cc(F)c(N4CCCC4)cc31)CCCC2
 : -5.9%	u	u	4.7%	u	54.0%	u	-1.2%	23.5%	5.8%	9.9%
- COC(=O)C(Cc1c[nH]c2ccccc12)NC(=O)c1cccc(S(=O)(=O)N2CCCCC2)c1 (stereo not drawn)
 : -1.9%	8.3%	x	x	-4.5%	-3.5%	x	-16.8%	x	-0.3%[1.84 µM]	0.7%
- CC(C)CNC(=O)C1C2C=CC(C2)C1C(=O)O (stereo not drawn)
 : -2.2%	-1.0%	1.0%	x	-1.3%	-1.4%	-1.4%	3.3%	7.5%[0.365 µM]	-0.3%	5.1%
- CCOC(=O)C1=C(N)Oc2c(oc(CO)cc2=O)C1c1ccc(Cl)cc1 (stereo not drawn)
 : -6.6%	-2.2%	-5.9%	-4.5%	7.6%	-21.3%	31.4%[activator]	5.8%	5.4%	0.0%	7.0%
- CCn1c(SCC(=O)NCCc2ccccc2)nc2c([nH]c3ccccc32)c1=O
 : 5.4%	0.9%	-2.7%	-0.9%	5.6%	-47.3%	27.2%	3.2%	-2.2%	9.4%	u
- O=C(COc1ccccc1Cl)NCCNC(=O)c1ccco1
 : -0.8%	-3.2%	-3.8%	-7.6%	3.1%	-2.7%	3.8%	-2.4%	-7.3%	-2.4%	22.7%
- O=S(=O)(/C=C/c1ccccc1)N1CCc2ccccc2C1
 : -12.7%	2.4%	-6.7%	-10.2%	4.2%	-0.1%	-4.6%	-17.5%	20.1%	-6.9%	-5.1%
- Cc1ccc(NC2CCCN(C(=O)CCC3=NNC(=O)CC3)C2)cc1C (stereo not drawn)
 : -0.5%	11.4%	-7.9%	-2.2%	5.7%	6.7%	-15.3%	18.3%	-3.5%	-3.3%	2.9%
- O=C(Cn1ncc(Cl)c(Cl)c1=O)N1CCOCC1
 : -41.7%[inhibitor]	-11.1%	18.6%	7.9%	0.3%	-50.4%	-3.0%	-19.1%	-11.1%	-39.6%[inhibitor]	-24.3%
- CCOc1cc(C(=O)NCc2nnc(SCC(=O)OC)n2C)cc(OCC)c1OCC
 : -0.6%	11.1%	4.5%	-2.2%	0.0%	-7.4%	3.6%	8.3%	-12.7%	1.6%	-0.1%
- Cc1ccc(N2CCCn3c2cc(C)c(C#N)c3=O)cc1Cl
 : -4.6%	4.8%	-3.2%	1.9%	-2.3%	1.1%	14.9%	-4.5%	-0.9%	-3.6%	2.2%
- CC(=O)Nc1ccc(NC(=O)C(C)OC(=O)c2cc(S(=O)(=O)N3CCOCC3)ccc2Cl)cc1 (stereo not drawn)
 : -2.9%	-4.0%	x	x	-2.5%	-8.0%	x	2.2%	x	1.6%	3.8%
- CCNc1nc(NCC)nc(N(C)n2cnnc2)n1
 : -5.5%	25.9%	-0.1%	-10.2%	1.5%	2.7%	-2.5%	x	-11.8%	-3.9%	-1.2%
